PvdQ acylase: P. aeruginosa PvdQ acylase inhibition. inhibition, % at 10 µM. purified PvdQ acylase, fluorescence plate reader. 340,000 tested, 0.063% active; in the data active = inhibition above about 30%, passing the limit was not always enough;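 note: 0% = vehicle neutral wells and 100% = reference inhibitor wells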
Keap1-Nrf2 PPI: inhibitors of human Keap1-Nrf2 protein-protein interaction; Keap1 Kelch-Nrf2 peptide fluorescence polarization, 1536-well; AID 504523; 340,000 tested, 0.15% active; inhibition, % at 9.4 µM; in the data active = inhibition above about 12%;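 note: human Keap1 Kelch domain with fluorescein labeled Nrf2 9mer peptide probe; 0% = neutral control wells and 100% = peptide positive control; higher means more block of Keap1 binding to Nrf2 peptide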
Target sequence (Q14145 whole entry, looked up, the tested form may be a part): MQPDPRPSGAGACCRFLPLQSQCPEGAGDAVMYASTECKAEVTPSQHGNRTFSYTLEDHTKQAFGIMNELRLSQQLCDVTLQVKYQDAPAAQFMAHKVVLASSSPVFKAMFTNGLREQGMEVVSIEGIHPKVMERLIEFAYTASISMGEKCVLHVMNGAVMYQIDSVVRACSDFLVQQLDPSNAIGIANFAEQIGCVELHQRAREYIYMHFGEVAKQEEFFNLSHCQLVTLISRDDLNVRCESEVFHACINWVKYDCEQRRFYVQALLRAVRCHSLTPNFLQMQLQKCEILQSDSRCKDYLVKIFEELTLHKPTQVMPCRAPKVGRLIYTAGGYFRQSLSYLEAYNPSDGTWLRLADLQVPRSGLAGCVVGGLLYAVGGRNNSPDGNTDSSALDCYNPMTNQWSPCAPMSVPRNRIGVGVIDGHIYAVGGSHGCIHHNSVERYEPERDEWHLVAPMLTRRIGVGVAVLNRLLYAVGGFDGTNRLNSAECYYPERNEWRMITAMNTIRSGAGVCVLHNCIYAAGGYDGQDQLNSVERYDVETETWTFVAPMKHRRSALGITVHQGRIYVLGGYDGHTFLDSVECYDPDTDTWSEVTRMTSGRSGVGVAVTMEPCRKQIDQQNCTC
NSD2 HMT inh: inhibitors of human histone methyltransferase NSD2; NSD2 peptide methylation, AlphaScreen, 120 min; inhibition, % at 12.5 µM; 310,000 tested, 0.54% active; in the data active = inhibition above about 50%
SR-BI DiI inh: blocks mouse SR-BI lipid uptake from DiI-HDL; Q61009; ldlA[mSR-BI] CHO cells, DiI-HDL uptake fluorescence, 3 h; inhibition, % at 12.5 µM; 320,000 tested, 0.96% active;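 active = mean replicate inhibition of at least 70% and a set share of replicates each scoring 70 or more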;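 note: 0% = median of neutral control wells and 100% = median of positive control wells; values of inactives mirror those of a sister screen read the other way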
Target sequence (Q61009 whole entry, looked up): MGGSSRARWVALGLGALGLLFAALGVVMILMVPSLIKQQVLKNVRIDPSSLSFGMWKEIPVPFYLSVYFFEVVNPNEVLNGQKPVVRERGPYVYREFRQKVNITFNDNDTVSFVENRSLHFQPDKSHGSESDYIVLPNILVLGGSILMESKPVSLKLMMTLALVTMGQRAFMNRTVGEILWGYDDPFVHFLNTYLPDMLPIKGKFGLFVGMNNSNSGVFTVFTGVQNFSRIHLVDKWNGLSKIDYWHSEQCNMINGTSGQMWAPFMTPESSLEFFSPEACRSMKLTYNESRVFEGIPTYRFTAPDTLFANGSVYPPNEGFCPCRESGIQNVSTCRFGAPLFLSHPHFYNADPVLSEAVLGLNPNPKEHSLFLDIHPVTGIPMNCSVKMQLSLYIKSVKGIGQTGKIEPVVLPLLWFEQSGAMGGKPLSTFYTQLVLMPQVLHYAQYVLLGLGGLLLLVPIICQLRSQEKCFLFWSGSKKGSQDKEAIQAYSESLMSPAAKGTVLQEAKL
RTF Ca sens inh: cardiac RTF calcium desensitization; inhibition, % at 7.15 µM; P19429+P45379; IANBD-labeled cardiac RTF, Ca2+ fluorescence; 340,000 tested, 0.12% active; AID 493244;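 active = inhibition above the mean inhibition of all tested compounds plus 3 SD, cut at about 17% in these data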;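 note: assay run at fixed EC70 calcium of 1.6 mM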
SR-BI DiI-HDL act: activators of SR-BI mediated HDL lipid uptake; CHO ldlA[mSR-BI] cells, DiI-HDL uptake fluorescence, 3 h; 100 = double the neutral-control signal; activation, % at 12.5 µM; 320,000 tested, 0.096% active; AID 504775;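 active = mean replicate activation of at least 60% and every replicate at or above 60%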;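 note: 0% = median plate neutral-control signal and 100% = twice that signal; values of inactives mirror those of a sister screen read the other way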
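Assay system: LDL receptor-deficient CHO ldlA cells overexpressing murine SR-BI / Medium: BSA-supplemented, HEPES-buffered Ham's F12, pH 7.4 / Probe or stimulus: DiI-labelled HDL at 10 µg/mL final / Timing: compound with DiI-HDL co-incubation, 3 h at 37 °C / Technique: bottom-read cell fluorescence after medium removal, ex 550/em 595 nm / Measure: HDL uptake via cellular fluorescence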
Arr AP2 block: blocks beta-arrestin peptide binding to AP2 adaptin; FITC-arrestin peptide / GST-AP2 beads, flow cytometry; AP2 beta2 appendage carries R879A mutation; inhibition, % at 10 µM; 340,000 tested, 0.31% active;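 active = inhibition above a set limit, near 3 SD of compounds lacking own fluorescence, cut at about 54% in these data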;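 note: plate controls were DMSO wells for no effect and 5 µM unlabelled arrestin peptide for full effect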
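System: GST-AP2 R879A glutathione beads. Medium: PBS with 0.05% Tween 20 and 0.1% BSA. Also added: FITC-arrestin peptide, 50 nM. Incubation: 12 min plus 1 h, RT. Measured by: high-throughput flow cytometry of beads, ex 488, em 535 nm. Evaluation: percent drop in bead-associated FITC signal.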
PKA-R2B activ: PKA-R2B complex activation | activation, % at 11.4 µM | 340,000 tested, 0.079% active | PKA-R2B holoenzyme dissociation, Cy5-IP20 fluorescence polarization; R2B truncated from residue 108, S112A mutant; 0% DMSO only, 100% 113 µM cGMP;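 active = activation above a cutoff set at the mean over all compounds plus 3 SD, cut at about 18% in these data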;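 note: higher means more holoenzyme dissociation and a rise in polarization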
DAGLB inhibitor: diacylglycerol lipase beta (human) inhibition; inhibition, % at 5.17 µM; HEK293T DAGLB membrane lysate, EnzChek fluorogenic substrate; Q8NCG7; 340,000 tested, 0.059% active; in the data active = inhibition above about 34%;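 note: 0% = enzyme with vehicle and 100% = wells lacking enzyme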
LANA DNA inh: blocks KSHV LANA C-terminal domain binding to DNA; MBP-C-LANA/FAM-LBS DNA binding, fluorescence polarization; inhibition, % at 9 µM; 340,000 tested, 0.078% active;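 active = highest replicate inhibition at or above 60% at 9 µM, even if other replicates fall short; inactive = all replicates below 60% inhibition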;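 note: 0% = neutral control wells and 100% = 4 µM acridine orange control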
An asterisk follows results filed as active; . = no result given.

mol	NSD2 HMT inh	DAGLB inhibitor	LANA DNA inh	SR-BI DiI-HDL act	SR-BI DiI inh	Arr AP2 block	RTF Ca sens inh	PKA-R2B activ	Keap1-Nrf2 PPI	PvdQ acylase
CC(=O)Nc1nc(CC(C)C)cc(-c2ccccc2)c1C#N	-2	0	-0.2	-3	3	21	-1	1	1	-7
CCCn1nc(C(=O)NC2CCCC2)c2ccccc2c1=O	-3	-5	1.3	-8	8	-8	-4	-4	-2	-3
CCCC(=O)Nc1c(-c2ccc(OC)cc2)c(=O)c2ccccc2n1C	-1	0	1.8	27	-27	1	-10	-2	0	-11
O=C(Nc1ccccc1N1CCCCC1)c1ncoc1-c1ccc(F)cc1	.	-15	1.2	-42	42	-3	-4	5	7	-10
CN(C)C(CNC(=O)c1cc(S(=O)(=O)N(C)c2ccccc2)ccc1Cl)c1ccccc1 (stereo not drawn)	4	-2	0.2	-7	7	38	-2	-15	1	4
Cc1cc(C)c2nc(N3CCCN(C(=O)c4ccco4)CC3)c(C#N)cc2c1	9	1	-1.6	-21	21	3	-10	6	-12	-19
O=C(NN=C(Cc1ccccc1)Cc1ccccc1)c1ccc(F)cc1	1	-2	0.1	-1	1	-9	8	-8	-3	-5
CCOc1ccc(NC(=O)CCC(=O)NNC(=O)COc2ccc(C)cc2Br)cc1	0	3	-1.6	-23	23	-12	-3	5	-4	-24
CCc1ccc(NS(=O)(=O)c2cc3c(cc2C)n(C)c(=O)c(=O)n3C)cc1	.	0	-2.3	15	-15	-1	-5	1	-5	-14
CC(CN1CCCC(C(N)=O)C1)c1ccccc1 (stereo not drawn)	-2	1	-0.3	18	-18	13	-4	-9	-3	11
O=C(/C=C/c1ccco1)Oc1cc(Br)cc(/C=N/NC(=O)c2ccccc2O)c1	0	14	0.2	-134	134*	13	-5	-2	-2	13
O=S1c2ccccc2Nc2ccccc21	.	1	-2.5	8	-8	3	-5	4	-4	-10
CN(C)/C=N/n1cnc2ccccc2c1=O	-1	-2	2.1	-2	2	-5	-7	-5	-3	2
Cc1cccc(-n2ncc3c(Nc4ccc(F)cc4)ncnc32)c1	.	-13	-0.2	-24	24	14	1	-4	-1	-14
COc1ccc(C(F)(F)F)cc1N/C=C/c1nnnn1-c1ccc(C)cc1	-4	-11	1.7	-40	40	13	-5	-4	-4	-11
CC(C)Cn1c(=O)n(C)c(=O)c2[nH]cnc21	.	2	0.9	6	-6	-5	6	-1	-2	4
CCN(CC)CCCNC(=O)Cn1ncn2cccc2c1=O	-3	0	-0.5	-8	8	23	-7	4	-2	2
CN(c1ccc(OC(=O)c2ccc(-n3cncn3)c([N+](=O)[O-])c2)cc1)S(=O)(=O)c1ccccc1	2	-3	-1.3	0	0	-3	-6	-9	0	-13
CCn1c(-c2ccc3[nH]c(C)c(C)c3c2)n[nH]c1=S	1	5	0.0	-19	19	1	-3	7	1	-10
Cc1ccnn1Cc1cc(C(=O)O)c2ccccc2n1	-4	-1	1.2	13	-13	-7	0	3	-3	-7
C=CCNC(=S)N/N=C/c1ccc(C)cc1C	3	-3	-1.1	8	-8	-6	-31	3	-2	11
COc1ccccc1C(=O)C1CCCN(Cc2cn[nH]c2C2CCCCC2)C1 (stereo not drawn)	1	-1	-4.2	9	-9	8	-5	3	-6	4
C/C=C/c1ccc(OCC(O)CN2CCCCC2CC)c(OC)c1 (stereo not drawn)	7	-1	-0.3	-20	20	6	-3	-2	2	-11
CCc1nccn1CCC(=O)N1CCCC(Nc2ccc(F)cc2)C1 (stereo not drawn)	14	0	-0.1	-1	1	-7	1	-18	-1	5
Cc1ccc(C(=O)NCCNC(=O)c2cccnc2)cc1	-4	-1	0.1	.	.	2	1	-1	-5	-16

(more compounds)
mol	NSD2 HMT inh	DAGLB inhibitor	LANA DNA inh	SR-BI DiI-HDL act	SR-BI DiI inh	Arr AP2 block	RTF Ca sens inh	PKA-R2B activ	Keap1-Nrf2 PPI	PvdQ acylase
Cc1cccc(C)c1NC(=S)NCCc1ccc(O)c(O)c1	-2	2	-1.7	-13	13	9	-2	3	-7	-14
CN(C)CCNC(=O)c1ccc(COc2ccc(Cl)cc2Cl)cc1	2	4	-2.3	6	-6	0	-6	-1	-2	-17
CCC(C(=O)NC1CCCC1)N(C(=O)Cn1nnc(-c2ccc(C)o2)n1)c1cccc(OC)c1 (stereo not drawn)	-2	-4	0.5	-9	9	-6	-22	0	-5	-13
Cc1ncoc1C(=O)N1CCCC(CCC(=O)NCc2ccc(F)c(F)c2)C1 (stereo not drawn)	-3	0	-0.3	-8	8	12	-3	9	3	-10
C/C(=N\NC(=O)Cc1cccn1C)c1cccc2ccccc12	5	2	1.8	-37	37	9	3	-8	-2	19
COc1c(Cl)cc(Cl)cc1C(=O)Nc1ccc(CN2CCOCC2)cc1	0	-4	0.7	-30	30	2	1	-5	2	2
Cc1cccc2sc(NC(=O)CN3C(=O)C4CC=CCC4C3=O)nc12 (stereo not drawn)	2	-2	0.5	7	-7	30	7	1	0	10
O=C(CCc1ccc(S(=O)(=O)N2CCOCC2)cc1)Nc1ccc(F)cc1[N+](=O)[O-]	0	-1	0.9	-14	14	1	8	-2	-3	-14
Nc1ccccc1CNc1nc(NCCO)nc2c1ncn2CCN1CCOCC1	.	0	-0.8	6	-6	10	5	-15	-3	-6
Cc1cccc(NC(=O)c2ccc(NCC3CCCO3)c([N+](=O)[O-])c2)n1 (stereo not drawn)	1	4	1.9	-63	63	-19	-2	-7	0	-10
CC(C)C(=O)N[C@@H]1c2ccccc2CC[C@H]1OCc1ccccc1	.	-2	1.9	6	-6	-9	-7	-2	-2	-14
CC1CCN(S(=O)C23CC4CC(CC(C4)C2)C3)CC1 (stereo not drawn)	1	-2	-1.8	-27	27	17	6	-13	-5	7
Cc1ccc(C(=O)NCC(=O)NCc2cc(=O)n(C)c(=O)n2C)cc1	-2	1	0.3	8	-8	25	-6	2	0	1
CCc1nnc(NC(=O)CCC(=O)N2CCCC2)s1	2	5	-0.3	28	-28	3	-3	5	3	-8
O=C(Nc1ccccc1)c1cccc(S(=O)(=O)NC2CCCC2)c1	-3	1	0.5	2	-2	4	-5	-2	-1	-17
N#Cc1ccc(-c2ccc(F)cc2)nc1Sc1ccc(F)cc1	-3	0	0.5	2	-2	-5	-8	1	-1	-8
O=C(Nc1nnc(C2CC2)s1)C1COc2ccccc2O1 (stereo not drawn)	-3	1	2.6	12	-12	4	-2	1	-1	0
NC(=O)CC(NC(=O)Cc1cccc2ccccc12)c1ccc(NCCc2ccc(F)cc2)c([N+](=O)[O-])c1 (stereo not drawn)	.	4	-0.2	17	-17	0	-17	-12	-1	-4
CCOC(=O)c1ccccc1NC(=O)c1n[nH]c(=O)c2ccccc12	-2	2	-0.7	-49	49	10	9	-8	4	-9
CC(OC(=O)c1ccc([N+](=O)[O-])o1)C(=O)Nc1nc(-c2ccc(F)c(F)c2)cs1 (stereo not drawn)	0	-6	0.2	-30	30	3	-2	-15	-5	16
CCc1c(C)sc(NC(=O)c2cc(-c3cc(OC)ccc3OC)on2)c1C#N	1	2	-1.8	-60	60	1	1	-3	-6	-12
Nc1c(C(=O)NC2CC2)c2nc3ccccc3nc2n1-c1ccc2c(c1)OCO2	0	2	4.1	-24	24	-2	-7	5	0	-15
O=C(NCCc1ccccc1)c1ccnc(/C=N/O)c1	-1	0	0.5	-2	2	-12	-8	10	1	-11
Cc1cc(NC(=O)C(C)SCC(=O)Nc2ccc(Br)cc2Br)no1 (stereo not drawn)	0	-1	-1.1	4	-4	31	4	0	3	-3
S=c1[nH]nc(-c2ccco2)n1/N=C/c1ccc(Cl)c(Cl)c1	17	3	0.7	-2	2	-7	5	13	-2	7

Reformatted as labelled records: entries from further up.
S=c1[nH]nc(-c2ccco2)n1/N=C/c1ccc(Cl)c(Cl)c1
- NSD2 HMT inh: 17
- DAGLB inhibitor: 3
- LANA DNA inh: 0.7
- SR-BI DiI-HDL act: -2
- SR-BI DiI inh: 2
- Arr AP2 block: -7
- RTF Ca sens inh: 5
- PKA-R2B activ: 13
- Keap1-Nrf2 PPI: -2
- PvdQ acylase: 7

Cc1ccc(C(=O)NCC(=O)NCc2cc(=O)n(C)c(=O)n2C)cc1
- NSD2 HMT inh: -2
- DAGLB inhibitor: 1
- LANA DNA inh: 0.3
- SR-BI DiI-HDL act: 8
- SR-BI DiI inh: -8
- Arr AP2 block: 25
- RTF Ca sens inh: -6
- PKA-R2B activ: 2
- Keap1-Nrf2 PPI: 0
- PvdQ acylase: 1

Next results follow.
mol	NSD2 HMT inh	DAGLB inhibitor	LANA DNA inh	SR-BI DiI-HDL act	SR-BI DiI inh	Arr AP2 block	RTF Ca sens inh	PKA-R2B activ	Keap1-Nrf2 PPI	PvdQ acylase
Cn1c(=O)c([N+](=O)[O-])c(NCC(O)c2ccccc2)c2ccccc21 (stereo not drawn)	1	2	0.8	-37	37	0	-4	0	-2	8
CN(C)S(=O)(=O)c1cccc(NC(=O)COc2ccc(C(=O)c3ccccc3)cc2)c1	0	-1	-0.6	.	.	5	-16	7	0	-6
CCN(C[C@H]1N[C@@](Cc2ccccc2)(C(=O)OC)[C@H]2C(=O)N(C)C(=O)[C@@H]12)C(=O)Nc1ccc(F)cc1	.	-2	0.4	19	-19	13	-8	8	0	-16
Cc1ccc(Nc2nc(N)nc(CN3CCN(C)CC3)n2)cc1	3	-3	0.4	21	-21	22	18*	-4	3	3
CC(NC(=O)CNC(=O)c1ccccc1F)c1ccc(-n2ccnc2)cc1 (stereo not drawn)	6	-10	1.4	4	-4	15	-7	-16	0	-1
O=C(Nc1ccccc1)Nc1ccc(S(=O)(=O)N2CCCCC2)cc1	-4	1	-1.4	1	-1	0	-5	7	-3	-13
CNc1oc(-c2ccc(C)cc2)nc1P(=O)(c1ccccc1)c1ccccc1	4	2	1.9	3	-3	-11	12	-2	3	-2
CC1CC(C)CN(C(=O)C(Cc2ccccc2)n2cccc2)C1 (stereo not drawn)	-1	-3	5.9	-36	36	2	7	-14	4	-6
COc1ccc(NC(=S)NC2CCCCCC2)c(OC)c1	2	-2	2.1	18	-18	-5	-2	-2	1	-2
CCc1ccc(NC(=O)CCn2cccc2)cc1	6	1	-0.3	9	-9	-7	3	11	-2	-16
Nc1ccc(N2CCCCC2)c(Cl)c1	15	1	-0.7	7	-7	2	-7	-1	0	-14
CS(=O)(=O)c1ccc(C(=O)Nc2cc(S(C)(=O)=O)ccc2Cl)cc1	0	1	-0.6	4	-4	1	11	9	4	1
CC(=O)c1ccc(NC(=O)C2CCN(S(=O)(=O)c3ccc4c(c3)N(C(C)=O)CCO4)CC2)cc1	0	-1	0.8	3	-3	-6	-14	-2	-3	-15
O=C(Nc1nncs1)c1cc(-c2ccco2)nc2ccccc12	4	3	2.5	-3	3	5	1	-4	2	-5
CCOC(=O)c1c(CCl)nc2ccccc2c1-c1ccccc1	5	-2	1.4	.	.	-12	1	3	-9	-12
C=C(C)C(=O)Nc1cccc(C2=NOC3(C2)C[C@H](C(N)=O)N(C(=O)C(c2ccccc2)c2ccccc2)C3)c1 (stereo partly drawn)	.	1	6.2	-33	33	5	-2	-7	-5	12
